DDE Tn7 FP inh – inhibitors of Tn7 peptide binding to human fibrin DD(E); P02675; FP displacement of FITC-Tn7 peptide from fibrin DD(E); 0% = median of compound wells per plate; inhibition, % at 8.3 µM; 0.13% of 370,000 active; AID 720508;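 active means inhibition above the mean of compounds falling within the control limits plus 3 SD of them, cut at about 14% in these data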;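 further: 0% = plate median of compound wells and 100% = 10 µM Aha-Tn7 peptide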
Target sequence (P02675 whole entry, looked up): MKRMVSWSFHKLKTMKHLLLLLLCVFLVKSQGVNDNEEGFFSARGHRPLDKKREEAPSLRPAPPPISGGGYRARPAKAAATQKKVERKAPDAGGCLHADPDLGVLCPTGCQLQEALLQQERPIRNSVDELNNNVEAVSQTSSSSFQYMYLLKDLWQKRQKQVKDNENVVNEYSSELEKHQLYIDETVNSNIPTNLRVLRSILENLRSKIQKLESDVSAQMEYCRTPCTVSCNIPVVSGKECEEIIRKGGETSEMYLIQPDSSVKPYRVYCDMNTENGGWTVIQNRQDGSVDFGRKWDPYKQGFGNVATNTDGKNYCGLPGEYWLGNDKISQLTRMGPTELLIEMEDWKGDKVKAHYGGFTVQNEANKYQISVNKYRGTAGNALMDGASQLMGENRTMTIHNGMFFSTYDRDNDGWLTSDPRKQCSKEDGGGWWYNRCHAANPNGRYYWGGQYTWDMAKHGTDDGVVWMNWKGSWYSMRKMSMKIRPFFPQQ
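Measure: % inhibition scaled between sample-field median and high-control FP; Test system: human fibrin DD(E); Quantity: 2 µM final DD(E) protein; Doses: one dose, 8.3 µM nominal; Schedule: compound with protein 10 min, then 3 h after probe, room temperature; Detection: fluorescence polarization; Medium: Tris buffer with calcium and detergent, pH 7.8.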
DDE Tn6 FP inh – disrupts Tn6 cyclic peptide binding to fibrin D-Dimer-E complex; Fibrin DD(E) TRITC-Tn6 fluorescence polarization displacement; inhibition, % at 8.3 µM; 0.21% of 370,000 active; P02675;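 active means inhibition above a per-campaign cutoff: mean of compounds within control limits plus 3 SD, cut at about 15% in these data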;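 further: 0% = median of all compound wells on the plate and 100% = blocking peptide control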
ARFGAP1 inhibitor – inhibitors of rat ARFGAP1 | Q62848 | AID 651572 | inhibition, % at 16.5 µM | 0.26% of 360,000 active | Arfgap1-stimulated ARF1 GTP hydrolysis, GDP FP detection;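 active means inhibition above a per-plate limit, mean inhibition of low control wells plus 3 SD, cut at about 25% in these data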;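 further: 0% = DMSO wells with enzyme and 100% = wells lacking Arfgap1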
Target sequence (Q62848 1-136 limits assumed): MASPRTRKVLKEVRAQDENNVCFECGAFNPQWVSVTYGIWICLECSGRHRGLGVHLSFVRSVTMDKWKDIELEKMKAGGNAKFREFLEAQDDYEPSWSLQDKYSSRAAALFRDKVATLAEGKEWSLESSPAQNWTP
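Material: rat Arfgap1 GAP domain (His6, aa 1-136), purified enzyme. Also added: human ARF1(Δ1-17)-GTP substrate. Compound dosing: 16.5 µM single point, 1.26% DMSO. Timing: enzyme reaction 120 min at 25 °C after 20 min preincubation. Signal: GDP detection by fluorescence polarization. Read-out basis: percent inhibition of GAP-stimulated GDP formation, scaled between DMSO and no-Arfgap1 medians.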
PLCb3 inh – blocks human PLC-beta3 enzyme activity | inhibition, % at 12.2 µM | 0.18% of 370,000 active | Q01970 | AID 720704 | Purified PLC-beta3, fluorogenic substrate, fluorescence; in the data active means inhibition above about 11%;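 further: 0% = median of compound wells on plate and 100% = full blocker control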
PLC-gamma1 inh – blocks human PLC-gamma1 enzyme activity. purified PLC-gamma1, fluorogenic substrate, fluorescence. inhibition, % at 12.2 µM. 0.84% of 370,000 active. AID 720700; in the data active means inhibition above about 9.5%
MBD2 inh – MBD2-methylated oligo binding inhibition | Q9UBB5 | TR-FRET, MBD2 binding to methylated oligonucleotide | inhibition, % at 4.4 µM | 0.31% of 370,000 active | AID 686964; in the data active means inhibition above about 13%
UHRF1 binding – UHRF1 methyl-DNA binding inhibition | Q96T88 | UHRF1 binding to methylated oligo, TR-FRET | inhibition, % at 4.4 µM | 0.75% of 370,000 active | AID 687016; in the data active means inhibition above about 21%;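 further: UHRF1 SRA domain binding a hemimethylated CpG hairpin DNA probe; 0% = median of test compound wells and 100% = reference inhibitor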
ADAM17 inh – ADAM17 inhibition, QFRET primary screen; AID 720648; 0.83% of 370,000 active; recombinant ADAM17, EDANS/DABCYL FRET peptide cleavage; inhibition, % at 6.95 µM; P78536;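 active means inhibition above the mean of compounds lying between control limits plus 3 SD, set per campaign, cut at about 8.5% in these data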;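 further: 0% = DMSO-only wells as the low control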
proKLK7 act – proKLK7 (human) activation, primary screen | P49862 | purified proKLK7, EDANS-DABCYL substrate fluorescence; 100% is mature enzyme control, 0% vehicle | activation, % at 7 µM | 0.9% of 370,000 active | AID 652039;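 active means activation above the mean of all tested compounds plus 3 SD, computed per campaign excluding outliers beyond control limits, cut at about 13% in these data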
ASAP1 inh – inhibitors of human ASAP1 ArfGAP activity; AID 624377; ASAP1-stimulated ARF1 GTP hydrolysis, GDP FP detection; 0.19% of 360,000 active; Q9ULH1; inhibition, % at 16.5 µM; in the data active means inhibition above about 25%;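 further: 0% = vehicle with enzyme and substrate and 100% = no enzyme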
Target sequence (Q9ULH1 325-724 limits assumed): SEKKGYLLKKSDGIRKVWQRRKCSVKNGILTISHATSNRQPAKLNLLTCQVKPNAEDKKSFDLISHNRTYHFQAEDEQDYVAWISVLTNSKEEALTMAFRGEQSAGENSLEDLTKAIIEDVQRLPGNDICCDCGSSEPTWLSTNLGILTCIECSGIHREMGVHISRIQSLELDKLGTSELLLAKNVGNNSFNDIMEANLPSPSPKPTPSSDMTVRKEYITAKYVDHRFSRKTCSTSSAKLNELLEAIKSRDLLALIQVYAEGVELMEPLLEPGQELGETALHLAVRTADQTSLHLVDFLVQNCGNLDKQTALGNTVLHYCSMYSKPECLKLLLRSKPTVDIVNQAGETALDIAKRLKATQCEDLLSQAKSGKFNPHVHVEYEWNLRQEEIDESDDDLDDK
Active calls of the source: *; / = no result given.

#1 CCOC(=O)/C=c1\s/c(=C(\C#N)C(N)=O)n(-c2ccccc2)c1=O
#2 CCOC(=O)c1c(C)sc2c1N(C(C)=O)c1cc(Cl)ccc1S2
#3 CCC(C)c1ccc(NC(=O)COC(=O)c2nc3nccc(C)n3n2)cc1 (configuration not stated)
#4 OC(CCCCN1CCCCC1)c1ccccc1 (configuration not stated)
#5 O=C(Nc1cccc(-c2nc3ccccc3s2)c1)c1ccc2c(c1)OCO2
#6 OC(c1ccccc1)c1nc(-c2cc3ccccc3o2)cs1 (configuration not stated)
Compound,1,2,3,4,5,6
DDE Tn7 FP inh,3.4,1.7,-3.0,-1.8,-2.1,0.8
DDE Tn6 FP inh,-8.6,9.7,-9.2,5.0,-0.6,-4.0
ARFGAP1 inhibitor,5.9,-2.6,4.6,-6.7,3.0,2.5
PLCb3 inh,-22.7,-1.3,2.2,4.5,-5.2,-3.7
PLC-gamma1 inh,-13.2,0.4,9.3,1.9,6.5,-0.9
MBD2 inh,-5.9,1.4,7.3,-1.3,-1.4,-4.7
UHRF1 binding,-3.8,2.1,1.7,-2.9,4.5,0.6
ADAM17 inh,1.6,-1.5,-4.3,-2.6,4.3,2.7
proKLK7 act,-2.0,0.0,0.0,-0.2,-0.4,0.1
ASAP1 inh,0.8,9.6,-0.9,-0.1,4.9,6.1

#7 O=C(COC(=O)COc1ccc(Cl)cc1Br)NC1CCCCCC1
#8 CC(=O)N/C(=C\c1cccc([N+](=O)[O-])c1)C(=O)NC1CCCCC1
#9 O=C(CNc1ccc(Cl)cc1)c1ccc(Br)cc1
#10 Cc1ccc(-c2nn3c(C)nnc3c3ccccc23)cc1S(=O)(=O)N(C)CCO
#11 C(#Cc1ccccc1)CN1CCCCC1
#12 CCCCN1C(=O)C(NC(C)=O)c2ccccc21 (configuration not stated)
Compound,7,8,9,10,11,12
DDE Tn7 FP inh,-11.0,1.2,4.5,-0.6,0.1,1.1
DDE Tn6 FP inh,-4.1,-1.2,3.2,4.9,5.8,-1.3
ARFGAP1 inhibitor,8.3,-19.0,-1.2,-7.5,15.7,-4.2
PLCb3 inh,-7.5,-2.8,-5.4,-8.4,1.2,-2.1
PLC-gamma1 inh,-1.2,0.4,-3.0,-5.8,2.0,1.0
MBD2 inh,3.0,1.9,-2.3,2.8,1.1,0.2
UHRF1 binding,3.4,5.2,-1.2,-1.8,-0.1,1.1
ADAM17 inh,0.8,-40.5,-3.5,-7.6,0.6,-2.7
proKLK7 act,-0.5,-0.5,-0.5,-0.9,-0.7,0.7
ASAP1 inh,6.1,15.1,4.8,2.6,-4.0,6.1

An excerpt of these results, with tabs.
entry	compound	DDE Tn7 FP inh	DDE Tn6 FP inh	ARFGAP1 inhibitor	PLCb3 inh	PLC-gamma1 inh	MBD2 inh	UHRF1 binding	ADAM17 inh	proKLK7 act	ASAP1 inh
1	CCOC(=O)/C=c1\s/c(=C(\C#N)C(N)=O)n(-c2ccccc2)c1=O	3.4	-8.6	5.9	-22.7	-13.2	-5.9	-3.8	1.6	-2.0	0.8
2	CCOC(=O)c1c(C)sc2c1N(C(C)=O)c1cc(Cl)ccc1S2	1.7	9.7	-2.6	-1.3	0.4	1.4	2.1	-1.5	0.0	9.6
3	CCC(C)c1ccc(NC(=O)COC(=O)c2nc3nccc(C)n3n2)cc1 (configuration not stated)	-3.0	-9.2	4.6	2.2	9.3	7.3	1.7	-4.3	0.0	-0.9
4	OC(CCCCN1CCCCC1)c1ccccc1 (configuration not stated)	-1.8	5.0	-6.7	4.5	1.9	-1.3	-2.9	-2.6	-0.2	-0.1
5	O=C(Nc1cccc(-c2nc3ccccc3s2)c1)c1ccc2c(c1)OCO2	-2.1	-0.6	3.0	-5.2	6.5	-1.4	4.5	4.3	-0.4	4.9
6	OC(c1ccccc1)c1nc(-c2cc3ccccc3o2)cs1 (configuration not stated)	0.8	-4.0	2.5	-3.7	-0.9	-4.7	0.6	2.7	0.1	6.1
7	O=C(COC(=O)COc1ccc(Cl)cc1Br)NC1CCCCCC1	-11.0	-4.1	8.3	-7.5	-1.2	3.0	3.4	0.8	-0.5	6.1
8	CC(=O)N/C(=C\c1cccc([N+](=O)[O-])c1)C(=O)NC1CCCCC1	1.2	-1.2	-19.0	-2.8	0.4	1.9	5.2	-40.5	-0.5	15.1
9	O=C(CNc1ccc(Cl)cc1)c1ccc(Br)cc1	4.5	3.2	-1.2	-5.4	-3.0	-2.3	-1.2	-3.5	-0.5	4.8
10	Cc1ccc(-c2nn3c(C)nnc3c3ccccc23)cc1S(=O)(=O)N(C)CCO	-0.6	4.9	-7.5	-8.4	-5.8	2.8	-1.8	-7.6	-0.9	2.6

(more compounds)
#13 CC(O/N=C\c1ccccc1O)C(=O)Nc1ccccc1C(=O)N1CCOCC1 (configuration not stated)
#14 C/C(=N/NC(=O)Cc1cccs1)c1ccco1
#15 Cc1ccc(S(=O)(=O)/N=C(\CSC(N)=O)Nc2ccccc2)cc1
#16 N#Cc1cccc(S(=O)(=O)NCC(=O)NCc2ccc3c(c2)OCO3)c1
#17 Cc1cc(C)cc(N2C(=O)CC(Sc3ncn[nH]3)C2=O)c1 (configuration not stated)
#18 Nc1nonc1C(=O)N/N=C/c1ccc(Br)o1
Compound,13,14,15,16,17,18
DDE Tn7 FP inh,0.4,-2.1,-0.6,-2.0,-0.4,3.2
DDE Tn6 FP inh,-10.9,8.5,3.2,0.5,-2.0,-4.2
ARFGAP1 inhibitor,-4.7,-3.3,3.7,-1.9,-1.3,6.5
PLCb3 inh,-0.8,0.2,0.4,-8.8,-0.3,-6.7
PLC-gamma1 inh,-1.9,-2.8,2.5,1.3,-1.7,0.6
MBD2 inh,2.5,2.0,-1.1,3.0,2.0,0.7
UHRF1 binding,3.4,-3.3,-2.2,-1.0,2.8,-0.6
ADAM17 inh,-5.6,-1.4,0.7,0.8,-1.3,3.8
proKLK7 act,-2.8,-0.1,-0.4,0.3,-0.5,0.3
ASAP1 inh,-1.6,-0.4,5.7,19.0,-2.5,-0.6

#19 CCC(=O)c1c[nH]c(C(=O)NCc2cccs2)c1
#20 CN(CCC#N)C(=O)CSc1nc2scc(-c3ccccc3)c2c(=O)[nH]1
#21 Cc1ccc2c(c1)nnn2C1CCN(C(=O)Nc2ccccc2C)CC1
#22 COc1ccc(OC)c(NC(=O)c2[nH]c(C)c(C(C)=O)c2C)c1
#23 O=C(CSc1nncs1)Nc1ccc2c(c1)OCCO2
#24 COc1ccc(-c2oc3c(c2C(=O)OCCO)C(OCCCO)CCC3)cc1 (configuration not stated)
Compound,19,20,21,22,23,24
DDE Tn7 FP inh,6.3,4.7,-2.4,0.5,-0.3,-2.2
DDE Tn6 FP inh,2.4,-0.3,1.5,5.8,-4.9,-0.2
ARFGAP1 inhibitor,-5.7,6.5,1.0,3.4,-0.7,1.1
PLCb3 inh,-2.5,-2.3,2.6,-2.7,1.5,-130.2
PLC-gamma1 inh,2.8,-2.2,2.5,-1.1,-0.3,-89.6
MBD2 inh,0.6,1.9,-1.1,-4.4,3.0,2.5
UHRF1 binding,-2.7,0.5,2.8,-2.3,-2.3,-1.7
ADAM17 inh,0.0,0.7,1.1,-4.2,-1.8,-63.7
proKLK7 act,-0.1,-0.3,-0.3,0.6,0.1,1.2
ASAP1 inh,-13.5,3.9,10.8,8.5,0.4,-12.2

#25 c1ccc(-c2cn3nc(-c4ccccc4)cnc3n2)cc1
#26 COc1cc(O)c(C(=O)CC(=O)c2ccncc2)c(OC)c1
#27 CCOC(=O)CNC(=O)Cn1cnc2c(oc3ccccc32)c1=O
#28 CCS(=O)(=O)Nc1ccc(Cc2ccncc2)cc1
#29 CC(C)(C)OC(=O)NCCCCCc1nnc(SCc2ccc(F)cc2)o1
#30 CCC(C)NCCOCCOc1ccc(C)cc1Br (configuration not stated)
Compound,25,26,27,28,29,30
DDE Tn7 FP inh,2.1,-4.7,-6.8,0.6,2.8,-4.6
DDE Tn6 FP inh,4.4,8.9,-6.2,8.1,1.2,7.0
ARFGAP1 inhibitor,1.8,-4.6,2.2,-1.6,-1.4,-2.5
PLCb3 inh,-90.6,-11.8,-5.2,-1.7,-9.6,-0.3
PLC-gamma1 inh,-74.3,-14.7,5.2,0.3,0.4,0.5
MBD2 inh,-1.9,3.3,2.9,0.1,-0.9,0.8
UHRF1 binding,0.1,3.3,1.3,1.2,0.4,-0.1
ADAM17 inh,-15.6,-8.7,-0.6,-2.9,-1.8,-3.8
proKLK7 act,-3.1,1.8,0.2,0.1,0.0,0.9
ASAP1 inh,-0.6,-5.5,5.4,-8.2,-10.8,1.7

#31 CCc1c(C)nc(N)nc1OCC(F)(F)C(F)F
#32 CCN(CC)S(=O)(=O)c1ccc(OC)c(NC(=S)Nc2ccc(C)c(C)c2)c1
#33 CCCCOc1c(Cl)cc(C(=O)N(C)CC(=O)Nc2ccc(N3CCOCC3)cc2)cc1OCC
#34 O=C(COC(=O)CNC(=O)c1ccccc1)NCCNC(=O)COC(=O)CNC(=O)c1ccccc1
#35 COc1c(C)cccc1C(=O)Nc1ccc(N2CCN(C(=O)c3ccccc3C)CC2)cc1
#36 CCC(C)(C)n1nnnc1C(c1ccncc1)N1CCC(C)CC1 (configuration not stated)
Compound,31,32,33,34,35,36
DDE Tn7 FP inh,-3.9,-0.5,-0.1,-6.3,2.3,-3.6
DDE Tn6 FP inh,-2.9,-5.0,-2.3,-0.2,-4.3,2.4
ARFGAP1 inhibitor,-0.3,3.5,3.8,1.8,0.6,-11.7
PLCb3 inh,-0.6,1.7,-7.3,2.4,-12.4,3.3
PLC-gamma1 inh,0.8,-4.1,-1.9,4.2,-5.9,-2.2
MBD2 inh,-1.1,-0.5,3.4,2.7,3.4,-0.9
UHRF1 binding,1.3,4.0,2.0,3.3,27.4*,-3.5
ADAM17 inh,-1.5,0.6,-3.2,7.4,-6.1,-0.9
proKLK7 act,-0.1,-0.1,-0.3,0.1,0.3,-0.4
ASAP1 inh,-0.8,8.4,-4.3,9.2,-5.5,-3.5

#37 COC(=O)C[C@@H]1C=C[C@H](NC(=O)c2cnccn2)[C@@H](CO)O1
#38 CN[C@H]1C[C@H]2c3cc(-c4ccc5c(c4)OCO5)ccc3CCN2C[C@H]1[C@H](C)O
#39 O=C(COC(=O)CNC(=O)C1CCCCC1)Nc1ccc(Br)cc1Br
#40 Cc1cc(=O)oc(C)c1C(=O)Nc1cnc2ccccc2c1
Compound,37,38,39,40
DDE Tn7 FP inh,-2.2,-0.3,-4.4,-6.7
DDE Tn6 FP inh,-6.3,7.3,-0.8,-3.1
ARFGAP1 inhibitor,6.2,/,3.6,6.1
PLCb3 inh,0.2,1.7,-3.2,-38.3
PLC-gamma1 inh,-1.3,0.0,-2.5,-28.4
MBD2 inh,0.0,-4.1,-2.5,-1.4
UHRF1 binding,1.1,-1.5,-2.6,-1.2
ADAM17 inh,-4.4,-2.2,0.0,-10.7
proKLK7 act,-0.4,0.0,-0.6,-1.5
ASAP1 inh,4.3,/,-9.8,-3.4
